# Bioassay records deposited in PubChem BioAssay by National Center for Advancing Translational Sciences (NCATS).
# GLS inh – inhibitors of human glutaminase (GLS) | O94925 | Potency, µM (highest dose often 45.5 µM), for inactives: at the top dose activity change, negative = inhibition, most hits filed as inhibitors | 410,000 tested, 0.21% active | GLS enzymatic activity, qHTS titration | AID 624170; further: potency means the concentration at half of the fitted maximal effect; on the % scale 0 is the no-effect control and ±100 the full control effect
#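 Compounds were pin-transferred onto hKGA, after which L-glutamine (1 mM solution) and a detection mix of glutamate oxidase, HRP and Amplex Red were added. Initial and 30 min RT fluorescence reads were collected.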
# JMJD2A Tudor inh – blocks the human JMJD2A Tudor domain | O75164 | AlphaScreen JMJD2A-Tudor / H3K4me3 peptide binding | Potency, µM (titrated, usually from 114 µM), for the others: at the highest dose activity change, negative = inhibition, actives largely listed as inhibitors | 390,000 tested, 4.4% active | AID 504339; further: potency means the concentration at half of the fitted maximal effect; on the % scale 0 is the no-effect control and ±100 the full control effect; nearly all actives have a fitted effect of over 50% in size
# 12-LOX inh – inhibitors of human 12S-lipoxygenase ALOX12; 580,000 tested, 1.1% active; P18054; Potency, µM (series often up to 108 µM), inactives show at the top dose activity change, negative = inhibition, usual class: inhibitors; purified 12hLO, xylenol orange hydroperoxide absorbance; AID 1671190; further: potency means the concentration at half of the fitted maximal effect; on the % scale 0 is the no-effect control and ±100 the full control effect
#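 Hydroperoxide product was detected by ferrous iron/xylenol orange as the 573 to 405 nm absorbance ratio. Arachidonic acid at 40 uM (final) was turned over for 30 min at room temperature by 150 nM human 12hLO, pH 7.0 Hepes buffer, after 15 min compound preincubation.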
# RGS4 inh – inhibitors of human regulator of G protein signaling 4; Potency, µM (top dose mostly 114 µM), inactives show at the top dose activity change, negative = inhibition, most hits filed as inhibitors; P49798; 390,000 tested, 0.039% active; AID 504845; Transcreener GDP fluorescence polarization, RGS4-accelerated GTP hydrolysis; further: potency means the concentration at half of the fitted maximal effect; on the % scale 0 is the no-effect control and ±100 the full control effect; nearly all actives have a fitted effect of over 75% in size; some results filed as inactive show a strong effect at the top dose
# Target sequence (P49798 whole entry, looked up): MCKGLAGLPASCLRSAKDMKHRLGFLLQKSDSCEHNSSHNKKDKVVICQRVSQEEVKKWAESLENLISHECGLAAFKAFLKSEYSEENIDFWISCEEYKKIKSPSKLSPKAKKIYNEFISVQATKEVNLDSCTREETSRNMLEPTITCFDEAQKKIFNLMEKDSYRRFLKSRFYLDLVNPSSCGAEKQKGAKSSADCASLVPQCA
#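 MLSMR compounds (23 nl, pin-transferred) preincubated 10 min at room temperature with a 500nM (2x) first reagent, then RGS4 at 900nM (2x) plus Transcreener GDP mix added; fluorescence polarization (620/688 nm) read before and after 90 min at 30 °C.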
# ERG-DNA inh – ERG Ets/DNA interaction inhibition; 370,000 tested, 0.028% active; Potency, µM (highest dose often 76.9 µM), inactives show at the highest dose FP activity, negative = inhibition, hits mostly inhibitors; fluorescence polarization, His-ERG Ets domain / labelled DNA; active means well fitted inhibition curve with a large enough effect in the polarisation, with a control signal flat; inconclusive means small, poorly fitted or top-dose-only effect, or effect the other way, or a change in a side signal; inactive means no such curve, though single readings can be large or run the other way; the % refers to the polarisation;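 further: polarization taken with two DNA probes labelled with fluorescein and Texas red; potency means the concentration at half of the fitted maximal effect; % of control where 0% means no effect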
# Target sequence (P11308 whole entry, looked up, the tested form may be a part): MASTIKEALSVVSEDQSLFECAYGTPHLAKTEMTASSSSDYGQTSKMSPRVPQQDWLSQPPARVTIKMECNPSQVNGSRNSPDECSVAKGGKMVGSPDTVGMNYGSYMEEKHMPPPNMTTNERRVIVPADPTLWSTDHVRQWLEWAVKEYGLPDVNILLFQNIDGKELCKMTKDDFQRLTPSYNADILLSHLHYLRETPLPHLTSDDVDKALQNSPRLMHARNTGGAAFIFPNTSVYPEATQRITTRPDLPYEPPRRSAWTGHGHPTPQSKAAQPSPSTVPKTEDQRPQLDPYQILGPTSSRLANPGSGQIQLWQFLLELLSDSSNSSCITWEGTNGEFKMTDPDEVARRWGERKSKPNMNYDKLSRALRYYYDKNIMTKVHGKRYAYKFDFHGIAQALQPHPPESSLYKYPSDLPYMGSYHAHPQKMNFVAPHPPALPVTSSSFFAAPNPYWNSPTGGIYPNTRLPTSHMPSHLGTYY
#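 His-tagged ERG Ets domain (1 uM in the protein solution; 300mM KCl, 50mM Tris-HCl, 1mM EDTA, 1mM DTT, pH 7.5) received compound, then a probe mix of 5 nM fluorescein-DNA and 100nM Texas-615-DNA. Fluorescence polarization was read for both dyes.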
# BAZ2B inh – blocks human BAZ2B. AlphaScreen BAZ2B-H3K14Ac peptide displacement. Potency, µM (highest dose often 114 µM), for inactives: at the highest dose activity change, negative = inhibition, usual class: inhibitors. 360,000 tested, 4.4% active; further: potency means the concentration at half of the fitted maximal effect; on the % scale 0 is the no-effect control and ±100 the full control effect; nearly all actives have a fitted effect of over 60% in size
#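 Compounds, titrated to a top concentration of 110 uM, were incubated 30 min at room temperature with preformed BAZ2B/acetyl-K14 H3 peptide complex (50 nM each). Proximity signal was measured by AlphaScreen after 20 min with beads.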
# PI4K2A block – inhibitors of human PI4K2A; Q9BTU6; activity change, negative = inhibition, % at 76.9 µM; purified PI4K2A, ADP-Glo luminescence, 1 h; active compounds read low; AID 1346378; 420,000 tested, 0.13% active; in the data active means activity change below about -50%; inconclusive means mostly about -30% to -49%;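 further: -100% = wells without enzyme as full effect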
#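 In this quantitative HTS, ADP production by PI4K2A was quantified luminescently after 1 h at ambient temperature; 100 microM adenosine served as plate-quality control.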
# G9a inh – G9a (human) methyltransferase inhibition; Q96KQ7; G9a H3K9 monomethylation, AlphaScreen, 2 h; AID 504332; Potency, µM (doses to about 102 µM), for inactives: at the top dose activity, negative = inhibition, usual class: inhibitors; 350,000 tested, 8.8% active; further: potency means the concentration at half of the fitted maximal effect; on the % scale 0 is the no-effect control and ±100 the full control effect; nearly all actives have a fitted effect of over 75% in size
#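 Methyltransferase reactions run at room temperature for 2 h (20 nM enzyme, 500 nM biotin-H3K9 peptide, 20 uM SAM) after a 15 min compound preincubation; product detected by AlphaScreen beads and anti-H3K9me1 antibody.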
# HP1b binding inh – HP1-beta chromodomain-methylated histone interaction inhibition. P83916. AlphaScreen HP1-beta / biotin-H3K9me3 peptide binding. Potency, µM (doses to about 114 µM), inactives show top-dose activity change, negative = inhibition, usual class: inhibitors. 390,000 tested, 0.56% active. AID 540317; further: potency means the concentration at half of the fitted maximal effect; nearly all actives have a fitted effect of over 70% in size; inactives centre near 23
# Target sequence (P83916 whole entry, looked up): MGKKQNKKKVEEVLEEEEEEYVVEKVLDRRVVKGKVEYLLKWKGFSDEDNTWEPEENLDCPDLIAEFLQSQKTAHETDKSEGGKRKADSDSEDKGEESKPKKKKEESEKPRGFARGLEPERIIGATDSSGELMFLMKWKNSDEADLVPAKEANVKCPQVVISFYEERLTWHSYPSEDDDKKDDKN
#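 HP1-beta protein (50 nM final) preincubated 30 min at room temperature with biotinylated H3(1-18)K9me3 peptide (50 nM) in PBS pH 7.4, 0.01% Tween-20, then compound added for 30 min. AlphaScreen streptavidin donor/nickel chelate acceptor beads (10 ug/mL final), 30 min dark, luminescence read.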
# Active calls of the source: *; i = inactive; ? = inconclusive; . = no result given; & = joins results of further samples; [ ] = dose if it differs, or a comment. Unless noted, the call rests on the fitted dose curve; in most records, active means well fitted curve in the direction sought with a large enough effect; inconclusive means small, poorly fitted or top-dose-only effect, or another doubt; inactive means no such curve, though single readings can be large; an effect the other way counts as inactive or inconclusive.
SMILES | GLS inh | JMJD2A Tudor inh | 12-LOX inh | RGS4 inh | ERG-DNA inh | BAZ2B inh | PI4K2A block | G9a inh | HP1b binding inh
Cc1cc2c(ncn2Cc2ccccc2)c(N)c1C | -23% | ? | 6% | -20% | 4% | 71µM* | 1 | ? | -26%
CC(=O)N/C(=C/c1ccc(OC(F)F)cc1)C(=O)O | 4% | -5% | -15% | -5% | -2% | -6% | 1 | -5%[59 µM] | 32%
COc1ccccc1C(=O)NNC(=O)C(=O)NC(C)(C)C | 0% | -10% | 9% | 5% | 9% | 89µM* | 4 | -22% | 56%[activator]
S=C(NCc1ccccc1)NC1CCCc2ccccc21 (stereo not drawn) | 6% | -18%[11.4 µM] | ? | ? | 4% | -21% | -1 | 6% | 7%
CCOC(=O)c1cnc(-n2nc(C)cc2C)nc1-n1nc(C)cc1C | -2% | -14% | 1% | -6% | -2% | -1% | -4 | -2%[12.7 µM] | 24%
CCOc1ccccc1C(=O)OCC(=O)Nc1cccc(S(=O)(=O)NC2=NCCCCC2)c1 | -3% | -15% | 4% | -10% | -3% | . | 3 | . | 29%
FC(F)(F)c1nnc2sc(-c3ccccn3)nn12 | 7% | -14% | 0% | -31% | 2% | 2% | 8 | 3%[59 µM] | 24%
Cc1cc(Cl)cc(C)c1OCC(=O)O | 18% | ? | 0% | ? | -7% | 9% | -2 | -11% | 17%

# More records
SMILES | GLS inh | JMJD2A Tudor inh | 12-LOX inh | RGS4 inh | ERG-DNA inh | BAZ2B inh | PI4K2A block | G9a inh | HP1b binding inh
NC(=O)c1nsc(C(=O)N(CC(=O)NCc2ccc3c(c2)OCO3)C2CCCC2)c1N | 1% | -27%[11.4 µM] | 38%[activator] | -7%[11.4 µM] | 2% | 18% | -7 | -6%[59 µM] | 33%
CN1C(=O)CC[C@H]1c1cccnc1 | . | . | -2% | 39%[activator][56.9 µM] | . | . | -11&3 | -1%[59 µM] | .
Cc1c(C(=O)OCC(=O)NCC2CCCO2)oc2ccccc12 (stereo not drawn) | 22% | -8% | ? | 20% | -2% | . | 0 | . | 15%
CN1CCN(C(=O)c2ccccc2Nc2ccc(SC(F)F)cc2)CC1 | 16% | -19% | ? | 12% | -3% | -10% | -4 | ? | 19%
Cc1ccc(S(=O)(=O)Nc2ccc3ncccc3c2)cc1 | -5% | -20% | -23% | -28% | 3% | -4% | 7 | 15%[2.33 µM] | 7%
COC/C=C/C1=CC2=CC(=O)C(C)(OC(=O)c3cnc4ccccc4n3)C(=O)C2=CN1CCOC (stereo not drawn) | -9% | -20% | ? | -10% | -10% | . | -16 | . | 5%
Cc1nc(Nc2ccc(Cl)cc2)cc(-c2ccccc2)n1 | 2% | 40%[activator] | -29% | -3% | 3% | 23% | -1 | 44%[59 µM] | 112%[activator]
C=CCn1cc(/C=N/N2C(=O)C3C4C=CC(C4)C3C2=O)c2ccccc21 (stereo not drawn) | 0% | -15% | -1% | -10% | 9% | ? | -2 | -31% | 45%[activator]

# (continued)
SMILES | GLS inh | JMJD2A Tudor inh | 12-LOX inh | RGS4 inh | ERG-DNA inh | BAZ2B inh | PI4K2A block | G9a inh | HP1b binding inh
CC(=O)Nc1ccc(NC(=O)CSc2nc3ccccc3nc2N2CCC(C)CC2)cc1 | ? | 10%&-5% | -18%&-23% | -23%&-14% | 17%&-2% | -47%&4% | -1&3 | -11% | 31%&29%
O=C(/C=C/c1ccccc1)C1=C(O)C(=O)N(CCO)C1c1cccc([N+](=O)[O-])c1 (stereo not drawn) | 15% | -7% | 22µM* | -24% | 2% | -25% | -2 | ? | 24%
Cc1ccccc1NS(=O)(=O)c1ccc(OCC(=O)NCc2ccccn2)cc1 | 0% | 6% | -4% | -8% | -16% | -8% | 2 | -3% | 12%
Nn1c(SCC(=O)N2CCOCC2)nnc1-c1ccco1 | 9% | 15% | 0% | 7% | -9% | 9% | -7 | -29% | 15%
COc1ccccc1CNC(=O)c1cn(C)c2ccc(S(=O)(=O)N3CCCC3)cc2c1=O | 1% | 6% | -23% | 4% | 6% | 9% | -4 | 7% | 11%
O=C(COC(=O)/C=C/c1cccs1)NC1CC1 | 1% | -17% | -11% | -9% | 11% | -17% | 8 | 0% | 27%
CC(C)C(=O)Nc1nnc(Cc2ccccc2)s1 | -1% | -10% | -16% | -5% | 7% | 3% | 4 | ? | 24%
CCOC(=O)C1=C(CN2CCN(c3ccc(C)cc3C)CC2)NC(=O)NC1c1ccc(OC)cc1 (stereo not drawn) | 6% | -30% | 45µM* | -6% | 5% | -30% | -7 | -38%[59 µM] | -3%

# Next records.
SMILES | GLS inh | JMJD2A Tudor inh | 12-LOX inh | RGS4 inh | ERG-DNA inh | BAZ2B inh | PI4K2A block | G9a inh | HP1b binding inh
C=CCNC(=S)Nc1ccc(C)c(S(=O)(=O)N2CCCCC2)c1 | 5% | -13% | -21% | 0% | -8% | -18% | 2 | -4% | 11%
Cc1ccc(NC(=O)CSc2nnc(Cc3csc(C)n3)o2)cc1 | -4% | -20% | 25% | 6% | 14% | ? | -3 | 0%[12.7 µM] | 28%
C=CCN(c1ccc(OC)cc1)S(=O)(=O)c1ccc(Cl)c(C(=O)OCC(=O)c2c(N)n(C)c(=O)n(C)c2=O)c1 | 1% | -16% | -5% | -34% | 38%[activator] | . | 5 | . | 24%
c1ccc(-c2nc3ccccc3c3nncn23)cc1 | -5% | -5% | 14% | -20% | 10% | -36% | 0 | -3%[12.7 µM] | 31%
Cc1c(CCO)c(=O)[nH]n1S(=O)(=O)c1cccc(C(F)(F)F)c1 | 0% | -17% | 0% | 14% | -4% | -2% | 1 | 70%[activator] | 29%
CN(C)C(C)(C)C#CCCCCC#CC(C)(C)N(C)C | -3% | -11% | 3% | -1% | . | 5% | -7 | 26%[59 µM] | 23%
CC(=O)Nc1cccc(C(=O)OCN2C(=O)c3ccccc3C2=O)c1 | 0% | -8% | i | -15% | 3% | -16% | -4 | 18% | 31%
CC(C)(C)n1nnnc1C(c1cccs1)N1CCCc2ccccc21 (stereo not drawn) | 2% | -20% | 0% | 17% | 2% | -7% | -1 | 2%[59 µM] | 24%

# Other records follow.
SMILES | GLS inh | JMJD2A Tudor inh | 12-LOX inh | RGS4 inh | ERG-DNA inh | BAZ2B inh | PI4K2A block | G9a inh | HP1b binding inh
CCS(=O)(=O)N1CCCC(C(=O)NCCc2ccccc2)C1 (stereo not drawn) | 5% | -34% | 21% | -6% | . | -4% | 0 | 9%[59 µM] | -11%
CCc1ccc(N(CC(=O)O)S(=O)(=O)c2c(C)noc2C)cc1 | 5% | -34% | 0% | ? | -10% | -5% | 2 | 2%[59 µM] | 23%
N#C/C(=C1\CCCN1)c1ccc2ccccc2n1 | 6% | 0% | 248%[activator] | 10% | 6% | . | 7 | 24%[59 µM] | 54%[activator]
CCCC(c1nnnn1C1CCCCC1)N1CCN(c2ncccn2)CC1 (stereo not drawn) | -8% | ? | -20% | -24% | 1% | ? | 1 | -15%[59 µM] | 32%
C#CCOCCOCCOCCNc1nc(N2CCOCC2)nc(N2CCN(C(=O)[C@H]([C@@H](C)CC)n3cc([C@@H](N)Cc4ccc(O)cc4)nn3)CC2)n1 | 21% | -24% | . | 15% | -1% | -20% | 3 | ? | 30%
Cc1cc(C)n(-c2nc3c(c(=O)[nH]c(=O)n3C)n2Cc2cccc(Br)c2)n1 | 0% | -4% | -1% | 9% | -2% | 4% | -2 | -8% | 20%
CCN(CCCNS(=O)(=O)c1cc(-c2cc(C)no2)ccc1C)Cc1ccccc1 | 6% | -8% | -10% | 11% | 3% | -9% | -3 | -4%[59 µM] | 15%
Cc1ccc(Cl)cc1N1CCN(C(=O)CN2C(=O)CSc3c2c(C)nn3-c2ccccc2)CC1 | 1% | -11% | ? | -10% | 2% | -13% | -4 | 2%[59 µM] | 3%

# (further entries)
SMILES | GLS inh | JMJD2A Tudor inh | 12-LOX inh | RGS4 inh | ERG-DNA inh | BAZ2B inh | PI4K2A block | G9a inh | HP1b binding inh
COc1cc(NS(=O)(=O)c2ccc(NS(=O)(=O)c3ccccc3)cc2)nc(OC)n1 | 13% | -15% | 152%[activator] | 0% | 5% | ? | 3 | 56µM* | 12%
CC1CCN(C(=S)c2cccc(O)c2)CC1 | -4% | -25% | ? | -24% | 7% | -35% | 0 | 14µM* | -7%
COc1ccc(-n2nc(C(=O)NCC(=O)NCc3ccco3)c3ccccc3c2=O)c(OC)c1 | 15% | -2% | 54%[activator] | 10% | -2% | -7% | 1 | -26% | 10%
Cc1ccc(NC(=O)c2cnn(-c3ccccc3)c2C)cc1C | 0% | -9% | 7% | 23% | 14% | 11%[0.457 µM] | -7 | . | 29%

# This is a subset (hit frequency here may not be typical).
